NS5 inhibitors: Dengue-2 NS5 methyltransferase inhibitors, primary screen, biochemical, confirmation dose response (AID 588689) | Dengue-2 NS5 methyltransferase capping enzyme assay, biochemical; higher % means a stronger effect | inhibition, % at 25 µM, or IC50 in µM where a hit was titrated | actives 0.3% (n = 340,000); in the data active = a potency from the dose series; inconclusive = inhibition above about 29% without an active follow-up result
NS5 inhibitors pilot replicate: also measured in NS5 inhibitors; calls as there; inhibition, %; measured here: pilot screen replicate inhibition
Starred values were filed as active, the others as inactive; ? = inconclusive. An excerpt; the hit share may differ from the screen's.

SMILES | NS5 inhibitors | others
COc1ccc(S(=O)(=O)N2CCOC23CCN(S(=O)(=O)c2ccccc2)CC3)cc1 | -2.9%
CC(C(=O)N1CCc2ccccc21)N1CCN(S(=O)(=O)c2ccc3c(c2)OCCCO3)CC1 (stereo unspecified) | -3.6%
O=C(CN1C(=O)NC2(CCCc3ccccc32)C1=O)N1CCCCC1 (stereo unspecified) | -1.4%
COc1cc(C)nc(N2CCC(C(=O)NCC3CCCO3)CC2)n1 (stereo unspecified) | -3.6%
CC(C)N(C(=O)CN1CCN(C(=O)C2COc3ccccc3O2)CC1)C(C)C (stereo unspecified) | 2.2%
O=C(CCNS(=O)(=O)c1ccc(F)c(Cl)c1)NCc1ccccc1F | 2.2%
O=C(COC(=O)c1ccc(-n2cnnn2)cc1)Nc1cc(Cl)ccc1F | 1.5%
O=C(CN1c2cccc3cccc(c23)S1(=O)=O)NCc1ccc(Cl)cc1 | 0.0%
COc1cccc(NC(=O)COC(=O)CCC2CCCC2)c1 | 0.7%
O=C(CCNC(=O)c1ccc(Br)cc1)NCC(c1ccco1)N1CCCCC1 (stereo unspecified) | 6.8%
O=C(Cc1ccc(S(=O)(=O)N2CCOCC2)s1)N1CCN(c2ccc(C(F)(F)F)cc2[N+](=O)[O-])CC1 | -5.2%
COc1ccc(C(=O)N/C(=C\c2ccc(Cl)cc2)C(=O)NCCN2CCOCC2)cc1 | -3.3%
O=C(Nc1ccc(Cl)c(S(=O)(=O)N2CCCC2)c1)c1cc(=O)[nH]c2ccccc12 | 3.8%
COc1cccc(NC(=O)N(C)C[C@@H]2OCc3cn(nn3)CCCC(=O)N([C@H](C)CO)C[C@H]2C)c1 | -4.5%
CCOC(=O)N1CCN(C(=O)CSc2nc(=O)n3ccc(C)cc3n2)CC1 | 3.7%
O=C(NN=Cc1cccc2ccccc12)C1CC1 | -4.3%
COc1ccc(CCNC(=O)c2ccc(OCc3c(C)noc3C)c(OC)c2)cc1 | 2.4%
COC(=O)C(CC(C)C)N(Cc1cc(OC)cc(OC)c1)S(=O)(=O)c1ccccc1Br (stereo unspecified) | -8.9% | NS5 inhibitors pilot replicate=-5.1
CC(=O)N(CC(C)C(=O)O)c1c(I)cc(I)c(N)c1I (stereo unspecified) | -0.7%
CCCCn1c(N)c(N(CCC(C)C)C(=O)COC(=O)/C=C/c2ccc(F)cc2)c(=O)[nH]c1=O | -4.7%
CCOC(=O)N(Cc1ccccc1)Cc1ccc(C(=O)N[C@@H](Cc2ccccc2)C(=O)O)cc1 | -6.2%
CC(C)(C)OC(=O)C[C@@H]1C/C=C\C[C@@H](CC(=O)N(CCO)Cc2ccccc2)C(=O)N[C@@H](c2ccccc2)COC1=O | 1.6%
CCCC(=O)NC1CCc2cc(OC)c(OC)c(OC)c2-c2ccc(OC)c(=O)cc21 (stereo unspecified) | -11.6%
CC(=O)C(Cc1ccccc1)NC(=O)COC(=O)c1ccc(-n2cnnn2)cc1 (stereo unspecified) | 2.7%
N#Cc1ccccc1N1CCN(C(=O)c2ccc(NC(=O)c3ccc(Br)o3)cc2)CC1 | 4.2%

Brought forward from above: 6 compounds; new compounds follow.
SMILES | NS5 inhibitors | others
CCCCn1c(N)c(N(CCC(C)C)C(=O)COC(=O)/C=C/c2ccc(F)cc2)c(=O)[nH]c1=O | -4.7%
CCOC(=O)N(Cc1ccccc1)Cc1ccc(C(=O)N[C@@H](Cc2ccccc2)C(=O)O)cc1 | -6.2%
CC(C)(C)OC(=O)C[C@@H]1C/C=C\C[C@@H](CC(=O)N(CCO)Cc2ccccc2)C(=O)N[C@@H](c2ccccc2)COC1=O | 1.6%
CCCC(=O)NC1CCc2cc(OC)c(OC)c(OC)c2-c2ccc(OC)c(=O)cc21 (stereo unspecified) | -11.6%
CC(=O)C(Cc1ccccc1)NC(=O)COC(=O)c1ccc(-n2cnnn2)cc1 (stereo unspecified) | 2.7%
N#Cc1ccccc1N1CCN(C(=O)c2ccc(NC(=O)c3ccc(Br)o3)cc2)CC1 | 4.2%
CC12CCC(=O)C=C1CCC1C2CCC2(C)C1CC1C3C(=O)N(Cc4ccccc4)C(=O)C3CC(=O)C12 (stereo unspecified) | -2.4%
CC(=O)c1cccc(NC(=O)C(C)OC(=O)C2=NNC(=O)CC2)c1 (stereo unspecified) | 3.0%
CC(=O)O[C@H](CC(=O)O)C[N+](C)(C)C | -4.4%
CC(NC(=O)c1ccccc1)C(=O)OCn1nnc2ccccc2c1=O (stereo unspecified) | -5.1%
CCN(CC(=O)Nc1c(F)cccc1F)C(=O)c1ccc(S(=O)(=O)NCc2ccco2)cc1 | -7.3%
C#CCN(C[C@H]1[C@H](OC(=O)NC2CC2)[C@H](OC(=O)NC2CC2)C[C@@H](C(=O)OC)[C@H]1C(=O)OC)S(=O)(=O)c1ccc(C)cc1 | -11.0%
COc1ccc(OC)c(S(=O)(=O)NC2CC(=O)N(c3cccc(F)c3)C2)c1 (stereo unspecified) | -9.5%
CC(=O)NC(c1ccco1)c1cc(Cl)c2ccccc2c1O (stereo unspecified) | 36.9%
O[C@@H]1C[C@H](c2ccccc2)N(CC2CCCCC2)C[C@H]1n1cc(C2CC2)nn1 | -2.8%
COc1ccc(NC(=O)CN(C)C(=O)/C=C/c2cn(-c3ccccc3)nc2-c2ccc(C)cc2)cc1 | 0.0%
c1ccc2oc(-c3nn4c(Cn5cnc6ccccc65)nnc4s3)cc2c1 | -1.6%
O=C(CN1C(=O)c2ccccc2S1(=O)=O)Nc1ncc(Cl)cc1Cl | ?
Cc1noc(C)c1COc1ccccc1C(=O)N1CCN(S(=O)(=O)c2cccc(Cl)c2)CC1 | -2.9%
Cc1ccccc1Oc1ccc2c(c1)[C@@H]1C[C@H](N(C)C(=S)Nc3ccc(F)cc3)[C@H]([C@H](C)O)C(=O)N1CC2 | -4.4%
O=[N+]([O-])c1ccc(Cc2ccccn2)c([N+](=O)[O-])c1 | -9.9%
O=C(COC(=O)Cc1n[nH]c(=O)c2ccccc12)Nc1ncc(Cl)cc1Cl | 3.0%
CN1CCN(c2ccc(Cl)cc2NC(=O)CC2OC(=O)c3ccccc32)CC1 (stereo unspecified) | 0.7%
O=C(COC(=O)c1ccccc1SCC(=O)N1CCCC1)NC1CCCCC1 | 2.9%
CCCCC1CCC(C(=O)N(CCOC)c2c(N)n(CCCC)c(=O)[nH]c2=O)CC1 (stereo unspecified) | -7.3%
CC(=O)c1cc2c(cc1NC(=O)C1CN(C(C)=O)c3ccccc3O1)OCO2 (stereo unspecified) | 0.8%
O=C(Cc1cccc(NC(=O)C2CCN(S(=O)(=O)c3cccc([N+](=O)[O-])c3)CC2)c1)Nc1cccc(C(=O)N2CCOCC2)c1 | -7.6% | NS5 inhibitors pilot replicate=-0.9
CC(C)C[C@@H](CN)NC(=O)c1nc[nH]c1C(=O)N[C@@H](CC(C)C)C(=O)CNC[C@H](C)NC(=O)c1nc[nH]c1C(=O)N[C@@H](CC(=O)O)C(=O)O | 2.0% | NS5 inhibitors pilot replicate=-1.2
O=C(C[n+]1cccc(C(=O)N/N=C/c2ccc(Br)cc2)c1)c1ccccc1 | -25.4%
Cc1ccc(C(=O)N2CCN(S(=O)(=O)c3ccc(C(C)C)cc3)CC2)s1 | 0.0%
COC(=O)[C@]1(C)N[C@H](CN(C)C(=O)c2ccc(C(C)(C)C)cc2)[C@@H]2C(=O)N(Cc3ccccc3)C(=O)[C@@H]21 | -5.0% | NS5 inhibitors pilot replicate=-4.5
Additional results
SMILES | NS5 inhibitors | others
Nc1cc(=O)[nH]c(SCC(=O)Nc2cc(S(=O)(=O)N3CCCCC3)ccc2Cl)n1 | -3.3%
O=[N+]([O-])c1cccnc1Sc1ccccc1Cl | 0.0%
Cc1ccc(C(=O)OCc2cc(=O)n3c(C)csc3n2)s1 | -8.4%
CCN(CC)CCCC(C)n1c2nc(=O)[nH]c(=O)c-2nc2cc(Cl)ccc21 (stereo unspecified) | ?
CCc1nc2ccccc2c(C(=O)OCC(=O)N(C)Cc2ccccc2)c1C | 0.0%
COc1ccc2[nH]c3c(c2c1)CCN1C(=O)C(CC(=O)NCCCn2ccnc2)C[C@H](C(=O)N2CCCCC2)[C@@]31CCc1ccccc1 (stereo partly specified) | -2.3% | NS5 inhibitors pilot replicate=-3.0
COc1ccccc1NC(=O)C(C)OC(=O)C(C)SCC(=O)Nc1ccc(C)cc1 (stereo unspecified) | 4.4%
CN(Cc1ccccc1)C(=O)c1ccc2c(c1)S(=O)(=O)N=C1CCCCCN12 | 2.7%
CC1(C)C(=O)Nc2ccccc2N1C(=O)COC(=O)Cc1ccccc1F | 3.1%
COC(=O)C1Cc2c([nH]c3ccccc23)C2CCC(=O)N12 (stereo unspecified) | 4.0%
CCOC(=O)C1=C(COC(=O)c2ccco2)NC(=O)NC1CC (stereo unspecified) | -3.3%
COC1=CC(=O)C=C(OC)C1(O)CC(C)=O | 7.2%
CCOc1ccc(S(=O)(=O)NCCc2ccccn2)cc1 | 1.2%
CCN(c1ccccc1)S(=O)(=O)c1cc(C(=O)NCc2ccco2)ccc1C | -6.6%
O=C1C=CC(=O)C(CNc2ccc(C(=O)OCc3ccccc3)cc2)=C1 | -2.3%
CC1=C(C(=O)N(C)C)CC(CC(=O)NC(c2ccccc2)c2ccccc2)C(=O)N1CCC1=CCCCC1 (stereo unspecified) | -4.0%
O=C(CSc1n[nH]c(=O)n1C1CC1)Nc1ccc(F)c([N+](=O)[O-])c1 | 2.9%
COc1ccc(S(=O)(=O)Nc2cc3c4c(c2)CCC(=O)N4CCC3)cc1 | -1.5%
CCN(CC)c1ccc(NC(=O)CCCCC(=O)Nc2ccc(N(CC)CC)cc2)cc1 | -2.3%
COc1cccc(NC(=O)CN(C)C(=O)c2cc(-c3ccc(C)o3)nc3ccccc23)c1 | -18.1%
C=CCC[C@@H](Cc1ccc(F)cc1)C(=O)OC[C@@H](Cc1c[nH]c2ccccc12)NC(=O)[C@@H](CC=C)CC(=O)N[C@H](CO)Cc1ccccc1 | -16.4%
O=C(COC(=O)CN1C(=O)c2ccccc2C1=O)Nc1ccccc1 | -7.0%
CN(CC(=O)Nc1ccccc1Cl)C(=O)COC(=O)c1cc([N+](=O)[O-])ccc1N1CCOCC1 | -7.3%
COc1ccc(CC(=O)Nc2cc(S(=O)(=O)N3CCOCC3)ccc2N2CCCC2)cc1OC | -5.6%
CCCCCCCCSC1=CC(=O)C(OC)=C(OC)C1=O | 12.5µM*
(list continues)
SMILES | NS5 inhibitors | others
CCCOc1ccccc1NC(=O)/C=C/c1ccc(OC)c(S(=O)(=O)N2CCOCC2)c1 | -2.2%
COc1ccc(CN2Cc3cccc4c3[C@@H](CC2=O)[C@H](O)[C@H](O)C4)cc1 | -0.8%
CCOc1ccc(NC(=O)CN2C(=O)NC3(CCCC3)C2=O)cc1S(=O)(=O)N1CCCCC1 | -10.8%
COc1ccc([C@H]2C[C@@H](O)[C@H](n3cc(COC(=O)c4ccccc4)nn3)CN2C(=O)C2CCCCC2)cc1 | -2.8%
Cc1ccc(S(=O)(=O)N2[C@@H](c3ccc(Br)cc3)C(C(=O)O)=CC[C@H]2c2ccc(Cl)c(Cl)c2)cc1 | 42.9µM*
CCCn1c(SCC(=O)N(C2CCCCC2)C2CCS(=O)(=O)C2)n[nH]c1=O (stereo unspecified) | -3.6%
CCCCCCCCCCCCCC(=O)NO | -3.9%
COc1ccc(NC(=O)CN(C)CC(=O)N2CCCCCC2)cc1 | 0.0%
O=C(C[C@H]1C/C=C\CC[C@H](Cc2ccc(F)cc2)C(=O)OCCNC1=O)NCCO | -5.7%
CCCCCN(C(=O)CCC(=O)OCC(=O)Nc1cccc(SC)c1)c1c(N)n(CCCC)c(=O)[nH]c1=O | 4.4%
Cc1noc(C)c1NC(=O)N(C)C[C@H]1Oc2c(NC(=O)Nc3ccccc3)cccc2C(=O)N([C@H](C)CO)C[C@@H]1C | -59.5%
COc1ccc([C@@H]2CC=C(C(=O)O)[C@H](c3ccccc3F)N2S(=O)(=O)c2ccc(C)cc2)cc1OC | -2.4%
COc1ccc(C(C)(C)C)cc1S(=O)(=O)NCC1CCCO1 (stereo unspecified) | -5.6%
CC1(C)Cc2cccc(OCC(=O)NCCc3ccccc3)c2O1 | -11.7%
CC(=O)O[C@H]1CC(=O)OC(C)(C)C2CC(=O)[C@]3(C)C(CC[C@@](C)([C@@H](O[C@@H]4O[C@H](CO)[C@@H](O)[C@H](O)[C@H]4O)c4ccoc4)[C@@]34O[C@@H]4C(=O)O)[C@]21C (stereo partly specified) | 5.8%
C[C@H](CO)N1C[C@H](C)[C@@H](CN(C)Cc2ccc(-c3ccccc3)cc2)Oc2c(NC(=O)c3ccncc3)cccc2C1=O | -4.1%
CC(C)(C)OC(=O)C[C@@H]1C/C=C\C[C@H](CC(=O)N[C@H](CO)Cc2ccccc2)C(=O)N[C@@H](Cc2c[nH]c3ccccc23)COC1=O | -7.0%
O=C(NC1=CC(=O)c2ccccc2C1=O)c1ccccc1 | 18.5µM*
O=C(COC(=O)c1ccc(F)c(S(=O)(=O)N2CCOCC2)c1)Nc1ccc2[nH]c(=O)[nH]c2c1 | -3.0%
Cc1ccccc1C(c1ccccc1Cl)N(C)C (stereo unspecified) | 8.0%
O=C(COC(=O)CCC(=O)c1ccccc1)Nc1nnc(-c2ccccc2)o1 | -3.7%
OCCc1ccc(O)cc1 | 0.8%
Cc1cccc(NC(=O)c2ncn3c2C(=O)NC[C@@H]3C)c1 | -0.6%

No new results follow: entries from further up.
SMILES | NS5 inhibitors | others
CCCOc1ccccc1NC(=O)/C=C/c1ccc(OC)c(S(=O)(=O)N2CCOCC2)c1 | -2.2%
COc1ccc(CN2Cc3cccc4c3[C@@H](CC2=O)[C@H](O)[C@H](O)C4)cc1 | -0.8%
CCOc1ccc(NC(=O)CN2C(=O)NC3(CCCC3)C2=O)cc1S(=O)(=O)N1CCCCC1 | -10.8%
COc1ccc([C@H]2C[C@@H](O)[C@H](n3cc(COC(=O)c4ccccc4)nn3)CN2C(=O)C2CCCCC2)cc1 | -2.8%
Cc1ccc(S(=O)(=O)N2[C@@H](c3ccc(Br)cc3)C(C(=O)O)=CC[C@H]2c2ccc(Cl)c(Cl)c2)cc1 | 42.9µM*
